# GAA inh = inhibitors of human lysosomal alpha-glucosidase. purified human GAA, 4-MU-alpha-glucoside fluorescence. Potency, µM (doses to about 76.9 µM), for the others: at the highest dose activity change, negative = inhibition, actives largely listed as inhibitors. 200,000 compounds, 0.005% hits. AID 1466;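 also: plate controls were uninhibited enzyme wells for no effect and no-enzyme background for full effect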
#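 Fluorescence at Ex 365/Em 440 nm from 4-methylumbelliferone reported enzyme activity after 20 min at room temperature. Reactions used 4 nM enzyme and 400 uM substrate at pH 5.0; curves fitted with the Hill equation.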
# HTT cytoprotect = Huntington cell model cytoprotection by ATP luminescence; PC12 HTT-Q103 induced, cytoprotection, ATP luminescence, 40 h; 230,000 compounds, 0.14% hits; AID 1471; Potency, µM (highest dose often 56.4 µM), inactives show cytoprotection (ATP increase), actives largely listed as activators;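 also: % of control where 0% means no effect; nearly all actives have a fitted effect of over 45% in size; toxic huntingtin expression switched on by the ecdysone agonist tebufenozide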
#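 PC12 cells stably carrying ecdysone-inducible Htt exon 1 (Q103)–GFP were induced with 100 nM tebufenozide (final) alongside library compounds in a dose series. Cytoprotection was scored as retained ATP by ATPlite luminescence.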
# Tau fibril ThT = inhibitors of human tau fibril formation, thioflavin T binding. 270,000 compounds, 2.1% hits. P10636. recombinant tau K18 P301L, heparin-induced fibrillization, ThT fluorescence. AID 1460. Potency, µM (titrated, usually from 57.4 µM), for the others: at the highest dose activity, negative = inhibition, actives largely listed as inhibitors; also: % is scaled to controls: 0 for no effect and ±100 for the full control effect; nearly all actives have a fitted effect of over 55% in size
# Target sequence (P10636 561-689 P618L limits assumed): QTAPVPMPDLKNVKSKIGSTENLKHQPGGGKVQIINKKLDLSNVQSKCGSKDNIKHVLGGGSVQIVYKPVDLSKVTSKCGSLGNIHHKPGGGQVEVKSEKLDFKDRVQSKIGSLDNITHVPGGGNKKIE
#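 In this qHTS, human K18 P301L tau is incubated with compound and heparin for 6 hr at 37 C, and Thioflavin T fluorescence then reports fibril load.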
# Tau FP inhib = blocks human tau fibril formation measured by polarization. P10636. K18 P301L tau heparin fibrillization, Alexa594 FP, 6 h. Potency, µM (highest dose often 57.7 µM), inactives show at the highest dose activity, negative = inhibition, actives largely listed as inhibitors. 280,000 compounds, 0.39% hits. AID 1468; also: % is scaled to controls: 0 for no effect and ±100 for the full control effect; nearly all actives have a fitted effect of over 55% in size
#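 Heparin (20 uM) drove fibril formation of recombinant tau K18 P301L, 15 uM unlabeled with 0.24 uM Alexa 594 label, for 6 hr at 37 C in 100 mM sodium acetate pH 7. Fluorescence polarization (555/632 nm) read 1 hr after 30 uM ThT.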
# GLA spleen mod = inhibitors or activators of human alpha-galactosidase in spleen homogenate; P06280; human spleen homogenate, 4MU-alpha-Gal fluorescence, 40 min; Potency, µM (doses to about 80 µM), for inactives: top-dose activity change, negative = inhibition, hits mostly inhibitors; 240,000 compounds, 0.008% hits; AID 2107;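 also: 0% = enzyme with vehicle and -100% = no enzyme basal signal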
# Target sequence (P06280 32-429 limits assumed): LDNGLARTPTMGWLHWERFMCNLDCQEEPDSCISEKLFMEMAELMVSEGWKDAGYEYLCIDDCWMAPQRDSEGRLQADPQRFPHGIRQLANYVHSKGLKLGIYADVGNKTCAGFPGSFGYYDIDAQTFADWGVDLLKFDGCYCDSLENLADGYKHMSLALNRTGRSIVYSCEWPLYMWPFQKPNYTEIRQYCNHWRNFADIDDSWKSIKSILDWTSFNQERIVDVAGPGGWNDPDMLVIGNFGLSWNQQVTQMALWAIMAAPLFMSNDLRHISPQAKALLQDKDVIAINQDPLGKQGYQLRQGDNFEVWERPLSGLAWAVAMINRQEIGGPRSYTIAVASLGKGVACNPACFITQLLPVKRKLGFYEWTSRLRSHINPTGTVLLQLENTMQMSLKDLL
#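 Human spleen homogenate (1 ug) was the enzyme source, with 4-methylumbelliferyl-alpha-D-galactopyranoside (1 mM final) in pH 5.0 citrate buffer with 0.01% Tween-20. Compounds were titrated; after 40 min at 37C, NaOH/glycine stop, 4-MU fluorescence read; AC50 from Hill fits.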
# aGlu spleen mod = inhibitors or activators of human alpha-glucosidase in spleen homogenate; P10253; human spleen homogenate, 4-MU-alpha-glucoside fluorescence; Potency, µM (series often up to 79.9 µM), for the others: at the top dose activity change, negative = inhibition, actives largely listed as inhibitors; 240,000 compounds, 0.006% hits;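 also: 0% = enzyme with vehicle and -100% = no enzyme basal signal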
#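 Human spleen homogenate (1 ug) with 4-methylumbelliferyl-alpha-D-glucopyranoside (1 mM final) in 50 mM citrate/phosphate pH 5.0, 0.01% Tween-20; 40 min at 37 C. Stopped at pH 10; 4-MU fluorescence Ex 365/Em 440 nm; AC50 by Hill fit.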
# Tau fluor cs = counter-screen for tau fibril formation inhibitors | tau K18 P301L Alexa594 fluorescence, heparin fibrillization | 280,000 compounds, 0.93% hits | AID 1463 | Potency, µM (titrated, usually from 57.7 µM), for inactives: at the highest dose activity change, negative = decrease; also: % is scaled to controls: 0 for no effect and ±100 for the full control effect; nearly all actives have a fitted effect of over 55% in size
#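 Human tau K18 P301L (15 uM unlabeled, 0.24 uM Alexa 594-labeled) in 100 mM sodium acetate pH 7 with 20 uM heparin, 6 hr at 37 C. ThT 30 uM added, 1 hr ambient; Alexa 594 FP and total fluorescence read at 555/632 nm.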
# GAA glycogen mod = alters human alpha-glucosidase cleavage of glycogen. recombinant GAA, glycogen substrate, Amplex Red glucose oxidase fluorescence. Potency, µM (highest dose often 76.4 µM), for the others: top-dose activity change, negative = inhibition, actives largely listed as inhibitors. 300,000 compounds, 0.38% hits;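 also: 0% = full enzyme reaction and -100% = no-enzyme basal signal; the screen sought inhibitors and activators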
#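 qHTS, 1536-well; enzyme 4 nM final; cpd up to 77 uM; substrate bovine liver glycogen 30 ug; 50 mM citrate/phosphate pH 5.0, 0.01% Tween-20; 37 C, 40 min; Amplex Red detection 45 min RT; Hill fit → AC50.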
# Starred values were filed as active, the others as inactive; ? = inconclusive; nt = no result given; & = joins results of further samples; [ ] = remark or other dose. Calls follow the shape of the dose curve; as a rule, active = well fitted curve in the direction sought with a large enough effect; inconclusive = small, poorly fitted or top-dose-only effect, or another doubt; inactive = no such curve, though single readings can be large; an effect the other way counts as inactive or inconclusive. Potency is read from the fitted curve at half-maximal effect.
SMILES,GAA inh,HTT cytoprotect,Tau fibril ThT,Tau FP inhib,GLA spleen mod,aGlu spleen mod,Tau fluor cs,GAA glycogen mod
COCCNC(=O)c1c[nH]n2c(=O)cc(C3CCN(C(=O)OC(C)(C)C)CC3)nc12,-8%,-12%,-16%,1%,1%,-7%,-11%,8%
O=[N+]([O-])c1cccc(/C=C/c2nc3ccc([N+](=O)[O-])cc3[nH]2)c1,2%,-64%[inhibitor],?,-2%,-26%,-6%,?,0%
CCNc1ccc(C2(O)C(=O)c3ccccc3C2=O)cc1,-1%,0%[10 µM],7%,-4%,5%,5%,1%,-13%
NC(=S)N/N=C/c1ccc(-c2ccc(Cl)c(Cl)c2)o1,1%,?,?,0%,0%,-3%,?,-13%
CCC(Cn1nnc2ccccc2c1=O)NC(=O)Nc1ccc(C)cc1 (stereo not drawn),nt,nt,3%,7%,nt,nt,1%,-7%[76.3 µM]
COc1ccc(-c2nc(SC(CC(=O)NCCO)c3cccs3)n[nH]2)cc1 (stereo not drawn),0%,nt,2%,0%,7%,2%,5%,-6%
COc1ccc(CCNC(=O)CSCc2ccc(Cl)cc2)cc1OC,14%,16%[10 µM],-13%,0%,-5%,-4%,-18%,9%
CC(NC(=O)CSc1cccc(C(F)(F)F)c1)c1ccccc1 (stereo not drawn),2%,3%[10 µM],4%,-1%,5%,3%,0%,-12%
CC1(C)SC(=S)N(/N=C/c2ccccc2O)C1N(O)C(=O)Nc1ccccc1 (stereo not drawn),nt,5%[10 µM],?,?,-2%,1%,?,-25%
CS(=O)(=O)c1ccc(Cl)c(NC(=O)c2cccc(Br)c2)c1,5%,-19%[10 µM],3%,-3%,-7%,-4%,-1%,15%
Cc1cc(CN2C(=O)c3ccccc3C2=O)no1,-2%,34%[10 µM],-7%,?,3%,3%,-7%,1%
C/C(=N\Nc1ccc(Cl)cc1)c1c(O)cc(C)oc1=O,-3%,4%[10 µM],?,-7%,9%,2%,0%,?
CCc1ccc(NC(=O)C/C(C)=N/NC(=O)OCc2ccc(OC)cc2)cc1,-2%,25%[10 µM],-6%,1%,2%,-14%,-9%,-10%
O=C(CSc1ccc(Cl)cc1)N1CCCC1,-14%,-53%[inhibitor],-8%,-1%,1%,-2%,3%,-10%
Cn1c(N)c(C(=O)COC(=O)CCc2ccccc2)c(=O)n(C)c1=O,2%,-13%,2%,-4%,9%,8%,-4%,-3%
Cc1ccccc1C(=O)Nc1nnc(S(=O)(=O)N2CCCCCC2)s1,nt,nt,14µM*,-6%,nt,nt,-29%,2%&3%[76.3 µM]
N#C/C(=C\C1CC2C=CC1C2)c1nc2ccccc2[nH]1 (stereo not drawn),3%,4%,?,-5%,2%,-3%,-15%,-2%
Cc1ccc(F)cc1S(=O)(=O)NCc1ccc(N2CCN(C)CC2)cc1,nt,7%[10 µM],-7%,-8%,-1%,0%,-15%,6%
Clc1ccc(-c2c[n+](Cc3ccc(Cl)cc3Cl)c3n2CCCCC3)cc1,nt,-46%[inhibitor][10 µM],0%,5%,14%,8%,25%,-3%
O=C(CSc1nc2nccnc2c(=O)n1CCc1c[nH]c2ccccc12)Nc1ccccc1F,nt,nt,?,?,nt,nt,-22%,-13%[76.3 µM]
COc1ccc(-c2nnc(SCC(=O)N3CCc4ccccc43)o2)cc1OC,nt,nt,-10%,-3%,nt,nt,-5%,15%[76.3 µM]
CCc1cccc(-n2nnc(-c3nc(-c4ccccc4Cl)no3)c2N)c1,nt,nt,1%,-7%,nt,nt,4%,1%[76.3 µM]
O=C(CSc1nnc(-c2cnccn2)n1Cc1ccco1)Nc1ccc(Br)cc1,3%,-13%,6%,-12%,8%,6%,-23%,8%
COc1cccc(N2CC(C(=O)Nc3nnc(SCc4ccccn4)s3)CC2=O)c1 (stereo not drawn),-2%,-3%[10 µM],5%,-1%,-9%,-4%,2%,2%
CCC(C)NC(=O)c1[nH]c(C)c(C(=O)OC)c1C (stereo not drawn),0%,12%[10 µM],-5%,-4%,8%,-5%,-4%,0%
Cc1c(Cl)cccc1NC(=O)CNc1cccc(C(F)(F)F)c1,-13%,11%[10 µM],5%,-13%,3%,-21%,-28%,15%
Cc1sccc1/C=N/NC(=O)c1cccc2ccccc12,11%,nt,2%,-13%,5%,3%,1%,-5%
COc1cc(/C=C2\SC(=S)N(CC(=O)Nc3cccnc3)C2=O)cc(OC)c1OC,-10%,-5%[10 µM],?,-10%,1%,-3%,?,-6%
Cc1cc(S(=O)(=O)Nc2c(C(=O)O)[nH]c3ccccc23)ccc1F,2%,-2%,-10%,7%,-13%,-7%,-12%,2.2µM*
COc1ccc2nnc(-c3ccccc3)n2n1,0%,-7%,-10%,3%,6%,5%,-6%,-1%
O=C(NCC1CCCO1)C(c1cccnc1)N(C(=O)Cc1cccs1)c1ccccc1 (stereo not drawn),8%,-31%,-12%,-3%,12%,-8%,-7%,-4%
CCOc1ccc(NC(=O)C2=C(C)NC(=S)NC2c2ccc(O)c(OC)c2)cc1 (stereo not drawn),-8%,nt,-3%,-3%,-3%,-1%,1%,?
O=C(COC(=O)/C=C/c1ccccc1[N+](=O)[O-])NCC1CCCO1 (stereo not drawn),-4%,-2%,-2%,-3%,-3%,4%,-2%,1%
COc1cc(OC)cc(C(=O)O/N=C(\N)c2ccncc2)c1,9%,nt,?,-4%,9%,2%,-21%,5%
Cn1c(=O)c2c(nc(-n3ccnc3)n2C)n(C)c1=O,2%,21%[10 µM],4%,7%,-4%,2%,3%,5%
Cc1cc(C)cc(OC2CCCCC2NS(=O)(=O)c2ccccc2)c1 (stereo not drawn),1%,-9%[10 µM],1%,2%,2%,-4%,2%,-1%
O=C(Nc1nc2ccc(F)cc2s1)C1CCN(S(=O)(=O)c2cc([N+](=O)[O-])ccc2Cl)CC1,-1%,23%[10 µM],?,?,1%,-1%,7.1µM*[quencher],-12%
O=C(NCc1ccc(F)cc1)C(C(=O)NCc1ccc(F)cc1)c1ncc(C(F)(F)F)cc1Cl,0%,-12%,-5%,-9%,3%,2%,-2%,22%
Cc1ccc(-n2c(SCC(N)=O)nnc2-c2cccnc2)c(C)c1,-6%,-9%[10 µM],3%,0%,-3%,-6%,8%,7%
COC(=O)C(CC(=O)Nc1cc(C)ccc1C)Nc1ccccc1OC (stereo not drawn),2%,-1%,-6%,-11%,-3%,-9%,-11%,-3%
C=C(C)CNC(=S)N/N=C(\C)c1ccc(-n2ccnc2)cc1,-14%,?,-14%,-2%,0%,-2%,-12%,-6%
O=C1NC(=O)C2(COC(c3cccc([N+](=O)[O-])c3)OC2)S1 (stereo not drawn),3%,-24%,-2%,0%,2%,-5%,0%,9%
Cc1noc(C)c1C(=O)OCC(=O)Nc1cc(S(=O)(=O)N2CCOCC2)ccc1Cl,-4%,14%[10 µM],-3%,-1%,4%,-1%,-9%,-10%
COc1ccc(CCNC(=O)CN2C(=O)NC(CCSC)C2=O)cc1 (stereo not drawn),0%,?,-11%,-1%,7%,4%,-6%,5%
CCOC(=O)c1c(-c2ccccc2)cn2ccccc12,?,-17%,-19%,-2%,27%,9%,-19%,6%
N#CCC(=O)N/N=C/c1cn(Cc2cccc3ccccc23)c2ccccc12,-15%[15.4 µM],-40%[10 µM],-11%,-7%,-1%,6%,?,4%
O=C(Cn1cc(C(=O)c2ccco2)c2ccccc21)Nc1ccc(Br)cc1,nt,nt,?,-19%,nt,nt,-26%,-1%[76.3 µM]
Cc1cc(O)cc(=O)n1C,1%,-16%,3%,0%,-13%,-3%,1%,-15%
O=C(NCC1CCCO1)C1CC(c2ccccc2Cl)=NO1 (stereo not drawn),-3%,3%,-13%,1%,7%,-11%,-7%,7%
O=C(Cc1ccccc1)NCc1cccnc1,4%,-24%,-2%,-2%,-7%,-2%,-4%,1%

# Next section; it opens with the 5 that closed the last part.
SMILES,GAA inh,HTT cytoprotect,Tau fibril ThT,Tau FP inhib,GLA spleen mod,aGlu spleen mod,Tau fluor cs,GAA glycogen mod
N#CCC(=O)N/N=C/c1cn(Cc2cccc3ccccc23)c2ccccc12,-15%[15.4 µM],-40%[10 µM],-11%,-7%,-1%,6%,?,4%
O=C(Cn1cc(C(=O)c2ccco2)c2ccccc21)Nc1ccc(Br)cc1,nt,nt,?,-19%,nt,nt,-26%,-1%[76.3 µM]
Cc1cc(O)cc(=O)n1C,1%,-16%,3%,0%,-13%,-3%,1%,-15%
O=C(NCC1CCCO1)C1CC(c2ccccc2Cl)=NO1 (stereo not drawn),-3%,3%,-13%,1%,7%,-11%,-7%,7%
O=C(Cc1ccccc1)NCc1cccnc1,4%,-24%,-2%,-2%,-7%,-2%,-4%,1%
O=C(COC(=O)CCS(=O)(=O)c1ccc(Cl)cc1)NC1CCCCC1,-7%,-6%,-14%,-3%,13%,3%,-13%,12%
Cn1cnnc1SCC(=O)N1N=C(c2ccc(Cl)cc2)CC1c1ccco1 (stereo not drawn),10%,17%[10 µM],0%,1%,-3%,0%,-1%,-1%
CCN(CCNC(=O)C1CCN(Cc2nc(-c3cccc(Cl)c3)oc2C)CC1)c1ccccc1,?,-91%[inhibitor],?,-3%,1%,2%,?,?
CC(C)(C)c1ccc(NC(=S)NCc2cccnc2)cc1,nt,20%[10 µM],-7%,7%,4%,-3%,-25%,-21%
O=C(CN1CCN(c2ccccc2F)CC1)NC(=O)NCc1ccco1,-9%,-29%,-15%,2%,-7%,-5%,-13%,-3%
O=C(CSc1nc2ccccc2n1CCc1ccccc1)NC1CCS(=O)(=O)C1 (stereo not drawn),-6%,17%,-9%,5%,-5%,3%,-11%,-17%
COc1ccc(N(CC(=O)N2CCN(Cc3ccc4c(c3)OCO4)CC2)S(C)(=O)=O)cc1OC,-5%,6%,-4%,1%,1%,0%,3%,2%
